APOBEC3G inh = blocks human APOBEC3G single-stranded DNA deamination; Q9HC16; recombinant A3G, ssDNA deamination FAM/TAMRA fluorescence; inhibition, % at 20 µM; 0.28% of 330,000 active; AID 493012;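 active = inhibition of at least 40% at 20 µM, with no more than 30% in the related APOBEC3A deaminase screen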;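 note: plate controls were DMSO wells with A3G for no effect and wells lacking A3G enzyme for full effect; some compounds called inactive have numbers as strong as hits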
Target sequence (Q9HC16 whole entry, looked up): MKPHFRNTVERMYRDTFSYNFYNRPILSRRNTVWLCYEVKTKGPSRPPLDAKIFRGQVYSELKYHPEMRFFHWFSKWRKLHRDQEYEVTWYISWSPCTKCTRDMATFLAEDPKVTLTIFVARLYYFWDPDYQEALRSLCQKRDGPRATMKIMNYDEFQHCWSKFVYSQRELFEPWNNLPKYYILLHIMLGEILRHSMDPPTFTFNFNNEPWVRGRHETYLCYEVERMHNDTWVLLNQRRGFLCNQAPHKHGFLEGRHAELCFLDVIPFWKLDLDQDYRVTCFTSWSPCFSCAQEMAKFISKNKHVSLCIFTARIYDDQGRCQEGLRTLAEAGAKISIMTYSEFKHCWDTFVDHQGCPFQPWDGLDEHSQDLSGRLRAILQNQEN
mIAP inh = blocks mouse intestinal alkaline phosphatase. purified mouse IAP, CDP-Star luminescence, 30 min. inhibition, % at 10 µM. 0.2% of 330,000 active;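 active = inhibition of at least 40% at 10 µM in the primary screen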;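 note: plate controls were DMSO with enzyme for no effect and no enzyme wells for full effect; values of inactives mirror those of a sister screen read the other way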
GRIN3A LBD mod = NR3A (human) ligand-binding domain modulation; NR3A LBD differential scanning fluorimetry, Tm shift; 0% = protein alone, 100% = glycine-bound protein; Tm shift relative to glycine control, % at 25 µM; 2.5% of 340,000 active;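 active = melting temperature shift of at least 10% of the positive control shift, at one fixed dose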
hIAP activ = increases human intestinal alkaline phosphatase activity | purified human IAP, CDP-Star luminescence, 30 min; active compounds read high; 1 = vehicle-only enzyme, 0 = enzyme-free background | activation factor at 10 µM | 0.16% of 330,000 active | AID 2524;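 active = activation factor of the enzyme at least 2-fold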; note: the source names both 10 and 20 µM as test concentration; values of inactives mirror those of a sister screen read the other way
APOBEC3A inh = inhibitors of human APOBEC3A DNA deaminase | inhibition, % at 20 µM | recombinant A3A, FAM/TAMRA ssDNA deamination fluorescence | AID 493011 | 0.41% of 330,000 active | P31941;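 active = at least 40% inhibition at 20 µM here, with at most 30% in a related deaminase screen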;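 note: plate controls were A3A with DMSO for no effect and wells lacking A3A enzyme for full effect; some results filed as inactive read as strong as hits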
Target sequence (P31941 whole entry, looked up): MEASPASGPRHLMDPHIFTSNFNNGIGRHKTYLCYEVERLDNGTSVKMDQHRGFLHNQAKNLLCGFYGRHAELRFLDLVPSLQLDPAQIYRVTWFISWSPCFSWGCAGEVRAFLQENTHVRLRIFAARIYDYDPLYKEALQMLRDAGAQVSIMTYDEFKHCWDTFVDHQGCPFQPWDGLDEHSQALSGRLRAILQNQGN
MPTP inh = permeability transition pore inhibition | isolated mouse mitochondria, Ca2+ swelling absorbance, 30 min | inhibition, % at 10 µM | 1.4% of 360,000 active;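 active = inhibition of 50% or more, scaled per plate between neutral and stimulator controls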;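 note: 0% = DMSO wells given calcium and 100% = 1 mM EGTA wells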
mIAP act = mouse IAP activation. muIAP, CDP-Star luminescence, 30 min; active compounds read high; 1 = vehicle-only enzyme signal, 0 = enzyme-free wells. activation factor at 10 µM. 0.24% of 330,000 active;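 active = activation factor of at least 2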; note: the source names both 10 and 20 µM as test concentration; values of inactives mirror those of a sister screen read the other way
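also added = chemiluminescent substrate CDP-Star | test system = mouse IAP enzyme | signal = chemiluminescence readout | compound = DMSO-dissolved test compounds | incubation = 30 min at room temperature | benchmarks = DMSO wells, no-enzyme wells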
hIAP inh = blocks human intestinal alkaline phosphatase | P09923 | purified IAP, CDP-Star luminescence, 30 min | inhibition, % at 10 µM | 0.12% of 330,000 active | AID 2544;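 active = inhibition reaching a set limit with compound at 10 µM in the primary screen, cut at about 35% in these data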;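 note: plate controls were DMSO wells with enzyme for no effect and no-enzyme buffer wells for full effect; values of inactives mirror those of a sister screen read the other way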
beta cell repl = inducers of beta-cell replication in MIN6 cells | MIN6 cells proliferation, ATPlite luminescence, 48 h; cells starved in 0.2% serum; 100% = growth in 10% serum | proliferation, % at 10 µM | 0.29% of 330,000 active | AID 2380;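 active = compounds whose signal lies at least 3.5 SD above the mean of all wells on their plate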;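 note: 0% = DMSO-treated cells in low-serum medium and 100% = 10% serum control; some compounds called inactive have numbers as strong as hits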
* hit, by the source's call. No enrichment for hits; 5% or so of the library scored in one or more.

The line under a structure holds: APOBEC3G inh | mIAP inh | GRIN3A LBD mod | hIAP activ | APOBEC3A inh | MPTP inh | mIAP act | hIAP inh | beta cell repl
1. CCC(C)(C)NC(=O)C(NS(=O)(=O)c1cccs1)c1ccccc1 (centres undefined)
→ -8 | 8 | 31* | 1 | -2 | -0.1 | 0.92 | -3 | 7
2. CCOC(=O)C(NC(=O)c1ccccc1)(OCc1ccccc1)C(F)(F)F (centres undefined)
→ 0 | 2 | -1 | 0.93 | 1 | 5.5 | 0.98 | 7 | -3
3. CCOC(=O)N1CCN(C(=O)COc2ccc(Br)cc2Cl)CC1
→ -5 | -6 | 1 | 0.98 | -2 | 1.3 | 1.1 | 2 | 4
4. COc1ccc(-n2nc(C(=O)Nc3cc(OC)c(OC)c(OC)c3)c3ccccc3c2=O)c(OC)c1
→ -5 | 9 | -1 | 0.99 | -2 | 1.7 | 0.91 | 1 | 3
5. CCc1nnc(NC(=O)CCN2C(=O)CCC2=O)s1
→ -8 | 10 | -10 | 1 | 4 | 0.5 | 0.9 | -2 | -1
6. O=C(NC1CCCCC1)C1CCC(=O)N(Cc2cccc(C(F)(F)F)c2)C1 (centres undefined)
→ -4 | 1 | 1 | 0.9 | -1 | -1.2 | 0.99 | 10 | 5
7. C=CCc1c(C)nn(CC(=O)O)c1-c1ccccc1
→ 1 | 0 | 1 | 0.81 | 5 | -0.8 | 1 | 19 | 1
8. O=c1[nH]ncc2c3ccccc3n(Cc3ccccc3)c12
→ -2 | 9 | -1 | 1 | 4 | 0.4 | 0.91 | -4 | -2
9. CCc1nc2ccc(C)cc2c(C(=O)NC2CCCCC2C)c1C (centres undefined)
→ -4 | -8 | 3 | 1.1 | 1 | 0.7 | 1.1 | -6 | -3
10. COC(=O)N(NC(=O)C(O)(c1ccccc1)c1ccccc1)c1ccc(C)cc1
→ -4 | 2 | -1 | 0.98 | -4 | 0.2 | 0.98 | 2 | 0
11. O=C(Cc1c[nH]c2ccccc12)NC1(C(=O)NC2CCCC2)CCCCC1
→ -8 | -18 | -2 | 1.1 | -6 | 0.3 | 1.2 | -10 | 0
12. O=C(NCCN1CCOCC1)c1cccc(S(=O)(=O)NCc2ccccc2)c1
→ -9 | 5 | -2 | 0.83 | -1 | -3.5 | 0.95 | 16 | 1
13. CN(/C=C/C(=O)C(F)(F)F)Cc1ccccc1
→ -8 | 3 | -5 | 1 | -3 | 2.9 | 0.97 | -5 | -4
14. O=c1ccc(-c2ccc(S(=O)(=O)N3CCN(c4cccc(Cl)c4)CC3)o2)n[nH]1
→ -2 | -3 | -8 | 1.6 | -5 | -1.1 | 1 | -55 | 0
15. O=C(Nc1ccon1)c1sc2cc(F)ccc2c1Cl
→ 3 | -4 | -2 | 0.91 | 0 | -0.1 | 1 | 9 | -3
16. COc1ccc(S(=O)(=O)NCCc2nnc3ccc(SCC(=O)Nc4nc(C)cs4)nn23)cc1
→ -6 | -8 | -1 | 1.2 | -6 | -0.4 | 1.1 | -21 | -1
17. NC1=C(c2ccccc2)C(=O)NC1=O
→ -11 | -1 | 1 | 1.2 | -5 | -0.5 | 1 | -17 | -1
18. CC(C)CC(OC(=O)c1nsc(Cl)c1Cl)C(=O)NCC1CCCO1 (centres undefined)
→ -5 | -18 | 1 | 1.1 | -3 | -2.2 | 1.2 | -10 | -1
19. COc1cccc(-c2nc(CS(=O)(=O)CC(=O)NC3CCCC3)c(C)o2)c1
→ 1 | 3 | 1 | 1 | -2 | -2.3 | 0.97 | 0 | -3
20. CC1(NC(=O)Nc2cccc(Br)c2)CCS(=O)(=O)C1 (centres undefined)
→ -4 | -22 | 1 | 0.92 | 1 | 1.5 | 1.2 | 8 | 2
21. COc1ccc(/C=N/NC(=O)c2cccc(O)c2)cc1Cn1nc(C)c([N+](=O)[O-])c1C
→ -9 | -2 | -8 | 1 | 0 | -1.5 | 1 | -2 | 1
22. Cc1ccc(S(=O)(=O)NCC(=O)N2CCCC2)cc1
→ -1 | -6 | -1 | 1 | 5 | -1.3 | 1.1 | -4 | -1
23. O=C(CCNC(=O)c1ccccc1)NNC(=O)c1ccc(F)cc1
→ 2 | -6 | -1 | 1.1 | 4 | -0.4 | 1.1 | -6 | 8
24. CCOC(=O)N1CCC(NC(=O)c2cc(S(=O)(=O)N3CCC4(CC3)OCCO4)ccc2F)CC1
→ -7 | 11 | 1 | 0.89 | 6 | 3.0 | 0.89 | 11 | -1
25. COc1cccc(CNC(=O)C2CCCN(S(=O)(=O)c3cnc[nH]3)C2)c1 (centres undefined)
→ -4 | -14 | -1 | 1.2 | -1 | -1.5 | 1.1 | -17 | -2
26. C/C=N/NC(=O)c1cc(Br)ccc1O
→ -12 | 0 | -8 | 1.2 | -2 | 1.2 | 1 | -23 | 0
27. CCOC(=O)c1sc(NC(=O)c2ccco2)nc1-c1ccccc1
→ -5 | 0 | 2 | 0.92 | -4 | 0.4 | 1 | 8 | 3
28. O=C1[C@@H]2[C@H]3CC[C@H](C3)[C@@H]2C(=O)N1O
→ -2 | 4 | 1 | 0.94 | 8 | 0.3 | 0.96 | 6 | -2
29. CCOc1ccc(C(=O)Nc2cccc(C(=O)O)c2)cc1Cl
→ -2 | -3 | 1 | 0.91 | -2 | 0.2 | 1 | 9 | -4
30. CCOC(=O)c1oc2cc(O)c(CC)cc2c(=O)c1-c1ccc2c(c1)OCCO2
→ -7 | -2 | -13 | 0.9 | 1 | -1.3 | 1 | 10 | 3

Four structures already listed, arranged by molar mass, descending.
The line under a structure holds: APOBEC3G inh | mIAP inh | GRIN3A LBD mod | hIAP activ | APOBEC3A inh | MPTP inh | mIAP act | hIAP inh | beta cell repl
6. O=C(NC1CCCCC1)C1CCC(=O)N(Cc2cccc(C(F)(F)F)c2)C1 (centres undefined)
→ -4 | 1 | 1 | 0.9 | -1 | -1.2 | 0.99 | 10 | 5
11. O=C(Cc1c[nH]c2ccccc12)NC1(C(=O)NC2CCCC2)CCCCC1
→ -8 | -18 | -2 | 1.1 | -6 | 0.3 | 1.2 | -10 | 0
9. CCc1nc2ccc(C)cc2c(C(=O)NC2CCCCC2C)c1C (centres undefined)
→ -4 | -8 | 3 | 1.1 | 1 | 0.7 | 1.1 | -6 | -3
8. O=c1[nH]ncc2c3ccccc3n(Cc3ccccc3)c12
→ -2 | 9 | -1 | 1 | 4 | 0.4 | 0.91 | -4 | -2

Other compounds
The line under a structure holds: APOBEC3G inh | mIAP inh | GRIN3A LBD mod | hIAP activ | APOBEC3A inh | MPTP inh | mIAP act | hIAP inh | beta cell repl
31. Cc1ccc2sc(NC(=O)c3cccc(N4C(=O)CCC4=O)c3)nc2c1C
→ 5 | -1 | -7 | 1 | 4 | -1.1 | 1 | 0 | 0
32. Cc1cccc(Nc2nnc(SC(C)C(=O)NC3CC3)s2)c1 (centres undefined)
→ -1 | -6 | 0 | 1 | 2 | 4.7 | 1.1 | -2 | -6
33. Cc1cc(C)cc(NC(=S)N2CCN(S(=O)(=O)c3ccccc3)CC2)c1
→ -6 | -15 | -8 | 1 | -3 | 0.6 | 1.2 | -2 | -2
34. Cc1ccc(C)c(NC(=O)NNC(=O)c2ccc3ccccc3c2O)c1
→ 7 | 15 | -1 | 1.1 | -5 | 1.9 | 0.85 | -5 | 2
35. O=C(CO/N=C/c1ccccc1OC(F)F)NCc1cccs1
→ -1 | 2 | 0 | 1.1 | 3 | -0.1 | 0.97 | -7 | 0
36. CC(C)CNC(=O)c1cnn2c(C(F)(F)F)cc(C(F)(F)F)nc12
→ -4 | 2 | -1 | 0.87 | 5 | 1.5 | 0.98 | 13 | 2
37. CC(C)CN(C(=O)COC(=O)C1c2ccccc2Oc2ccccc21)C1CCS(=O)(=O)C1 (centres undefined)
→ -6 | -6 | 4 | 0.91 | 1 | 0.7 | 1.1 | 9 | -4
38. Cc1nn(C(=O)CNS(=O)(=O)c2ccccc2)c(C)c1Sc1ccc(Cl)cc1
→ 1 | -4 | -16 | 1.1 | 5 | 3.5 | 1 | -10 | -3
39. CC(Oc1ccccc1)C(=O)N1CCC2(CC1)Oc1ccc(F)cc1C(=O)C21CC(c2cccnc2)=NO1 (centres undefined)
→ 17 | 4 | -2 | 1 | 2 | -1.8 | 0.96 | -2 | -1
40. COc1ccc(CC(=O)OCC(=O)NCc2ccco2)cc1
→ -5 | 9 | 0 | 1.1 | 3 | -0.7 | 0.91 | -15 | -4
41. O=C(CNS(=O)(=O)c1ccc(Br)cc1)N1CCN(Cc2ccccc2)CC1
→ 9 | -9 | -3 | 1 | 3 | -0.9 | 1.1 | -4 | 0
42. COc1ccc(-c2noc(CCC(=O)NCCc3ccccc3)n2)cc1OC
→ -2 | -6 | 1 | 1.1 | 3 | -0.8 | 1.1 | -14 | -2
43. CC(C)[C@H](NC(=O)c1c(F)cccc1F)C(=O)OCC(=O)NC(=O)NC1CCCC1
→ -4 | 0 | 2 | 1 | 2 | -1.3 | 1 | -4 | -1
44. CCCCn1c(SCC(=O)NCC2CCCO2)nc2ccc(N3CCOCC3)cc2c1=O (centres undefined)
→ 0 | -4 | 0 | 1 | -2 | 1.0 | 1 | -3 | -1

3 of the entries above in order of their number in mIAP inh, largest number first:
entry | SMILES | mIAP inh
35 | O=C(CO/N=C/c1ccccc1OC(F)F)NCc1cccs1 | 2
38 | Cc1nn(C(=O)CNS(=O)(=O)c2ccccc2)c(C)c1Sc1ccc(Cl)cc1 | -4
41 | O=C(CNS(=O)(=O)c1ccc(Br)cc1)N1CCN(Cc2ccccc2)CC1 | -9

Laid out differently: results already given.
no.	Compound	APOBEC3G inh	mIAP inh	GRIN3A LBD mod	hIAP activ	APOBEC3A inh	MPTP inh	mIAP act	hIAP inh	beta cell repl
31	Cc1ccc2sc(NC(=O)c3cccc(N4C(=O)CCC4=O)c3)nc2c1C	5	-1	-7	1	4	-1.1	1	0	0
32	Cc1cccc(Nc2nnc(SC(C)C(=O)NC3CC3)s2)c1 (centres undefined)	-1	-6	0	1	2	4.7	1.1	-2	-6

Source: PubChem BioAssay
